High-throughput results from PubChem BioAssay.
T cell modulator – modulators of CD8 T cell-vesicle binding, primary screen, mouse 2C CD8+ T cells, flow cytometry. 2C CD8+ T cell-vesicle binding; stronger effect = lower value. calls only at 7 µM. 0.068% of 330,000 active;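 active = response, share of CD8 T cells binding vesicles, and their 90th percentile fluorescence all below set limits, cut at about 80% in these data, passing the limit was not always enough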
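Material: 2C TCR transgenic mouse naive CD8+ T cells, MACS-purified. Also added: QL9-charged Drosophila Ld/ICAM-1/B7-1 vesicles. Timing: binding 1.5 h at 37 °C. Measured by: high-throughput flow cytometry with anti-B7-1 and anti-CD8 staining. Read-out: percent CD8+ FL2 mean versus row control. Controls: Unloaded micro-vesicles (low), QL9 vesicles with 0.7% DMSO (high).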
SV40 large T antigen – SV40 large T antigen inhibitors, biochemical (AID 1903); 0.39% of 310,000 active; inhibition, % at 20 µM; hits with a dose series show IC50 in µM; SV40 large T antigen ATPase/helicase inhibition assay; higher % means a stronger effect; in the data active = a potency from the dose series; inconclusive = inhibition mostly from about 32% at the one dose, without a potency; inactive = the rest, 99 in 100 with inhibition below about 32%; also: strong numbers were not always called active
Myeloid diff MLP – induction of myeloid progenitor differentiation, primary screen, cell-based, flow cytometry, MLPCN library. ER-HoxA9 myeloid progenitors, lysozyme-GFP differentiation. calls only at 10 µM. 1% of 360,000 active. AID 624256, 2012;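 active = normalized GFP-positive differentiation at or above the plate's own cutoff, the solvent-only control mean plus 3 SD; inconclusive = no clear call, values can overlap the other calls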;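 also: cells exposed to compound for four days before flow analysis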
RSV CPE inhibition – RSV antiviral activity via CPE protection, HEp-2 cells, primary 10 µM value included (AID 2391) | HEp-2 cells, RSV-induced CPE inhibition; higher % means a stronger effect | CPE inhibition, % at 10 µM; hits with a dose series show IC50 in µM | 0.13% of 310,000 active; in the data active = a potency from the dose series; inconclusive = CPE inhibition mostly from about 23% at the one dose, without a potency; inactive = the rest, 99 in 100 with CPE inhibition below about 21%; also: strong numbers were not always called active
Rac1 GTP hydrolysis – MgcRacGAP GTPase-activating activity inhibitors, confirmation, biochemical, ADP Hunter fluorescence; Rac GTPase-activating protein 1 (Homo sapiens); inhibition, % at 30 µM, or IC50 in µM where a hit was titrated; MgcRacGAP-stimulated Rac1 GTP hydrolysis, ADP Hunter fluorescence; higher % means a stronger effect; GST-tagged Rac1 F28L mutant substrate; 0.6% of 340,000 active;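 active = first-screen hits whose inhibition reached a set limit at any dose in the follow-up dose series; inconclusive = inhibition above the set first-screen limit but never retested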;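 also: fluorescence reports GDP produced by GAP-driven GTP hydrolysis; strong numbers were not always called active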
K1F lysis inhibition – inhibition of K1F phage lysis, E. coli UTI89, bacterial capsule biogenesis inhibitors, alamar blue (AID 488966); E. coli UTI89 K1F phage lysis, alamar blue, 2 h; higher % means a stronger effect; 0.02% of 340,000 active; one-dose inhibition, % at 100 µM; IC50 in µM for titrated hits;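 active = phage lysis inhibition, versus mean bacterial control, above a set limit; inconclusive = no clear call, values can overlap the other calls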;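 also: capsule biogenesis inhibitors block K1F phage lysis so surviving cells raise fluorescence; higher fluorescence means more inhibition of phage lysis; actives were called in the ten point dose series up to 300 µM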
NTR1 agonist – agonists of NTR1, primary screen, imaging, U2OS cells, beta-arrestin-GFP, high content (AID 493036); Neurotensin receptor type 1 (Homo sapiens), P30989; activation, % at 20 µM; NTR1-U2OS beta-arrestin-GFP spot imaging, agonist mode; 0.17% of 330,000 active;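 active = activation at or above 40% of the spot to cytoplasm intensity ratio, with at least 20 cells analyzed; inconclusive = wells under 20 cells, flagged as cytotoxic or low count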;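 also: 0% = DMSO without peptide and 100% = 100 nM NTR1 peptide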
Target sequence (P30989 whole entry, looked up): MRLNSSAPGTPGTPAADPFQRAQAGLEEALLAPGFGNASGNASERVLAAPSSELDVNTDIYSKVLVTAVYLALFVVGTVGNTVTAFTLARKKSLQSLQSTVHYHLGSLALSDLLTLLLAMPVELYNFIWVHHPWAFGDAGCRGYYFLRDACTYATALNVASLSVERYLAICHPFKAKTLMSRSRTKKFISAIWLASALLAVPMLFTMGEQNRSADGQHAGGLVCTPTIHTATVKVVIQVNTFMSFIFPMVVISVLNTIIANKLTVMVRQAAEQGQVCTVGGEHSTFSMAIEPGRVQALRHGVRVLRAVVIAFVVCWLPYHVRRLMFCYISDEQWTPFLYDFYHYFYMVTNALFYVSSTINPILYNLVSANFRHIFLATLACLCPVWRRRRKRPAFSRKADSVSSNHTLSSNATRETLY
TNAP activators – human TNAP enzyme activators, primary screen, biochemical, luminescent, no phosphate acceptor, uHTS (AID 1001); Alkaline phosphatase, tissue-nonspecific isozyme (Homo sapiens); activation fold at 20 µM, or EC50 in µM where a hit was titrated; 0.03% of 200,000 active; purified TNAP, luminescent activation assay, no phosphate acceptor; higher activation fold means a stronger effect; in the data active = activation fold from about 3, or a potency from the dose series; inactive = the rest, 99 in 100 with activation fold below about 1.6; also: many of its hits are not listed in these tables
PhoP inhibition – inhibitors of PhoP regulon expression, primary screen, Salmonella Typhimurium, GFP reporter (AID 1863); S. Typhimurium PhoP-regulated promoter GFP reporter, 4 h; higher % means a stronger effect; 0.16% of 300,000 active; one-dose inhibition, % at 50 µM; IC50 in µM for titrated hits;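 active = inhibition over 29.93%, a cutoff 3 SD above the screen mean, later confirmed by dose response; inconclusive = inhibition over 29.93% but no dose response follow-up; inactive = inhibition at most 29.93% or unconfirmed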;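 also: 0% = low Mg2+ inducing control and 100% = high Mg2+ repressing control; strong numbers were not always called active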
T cell modulator vesicle-bound % – further read-out of T cell modulator, marked with its call; double positive events, %; measured here: CD8+ vesicle-bound cell fraction;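 binding gate set so that unloaded-vesicle control wells show 10% double positive cells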
NTR1 agonist cell count 20 µM – recorded beside NTR1 agonist, whose call it bears; cell count; measured here: cell count, cytotoxicity flag
Myeloid diff MLP GFP+ MAC1+ % – further read-out of Myeloid diff MLP, marked with its call; GFP+ MAC1+ double positive, %; measured here: differentiation confirmed by MAC1 staining
* hit, by the source's call; i = inactive; u = inconclusive; x = no result given; [ ] = remark or other dose. Random draw from the library; overall some 2.3% were active at least once.

SMILES | T cell modulator | T cell modulator vesicle-bound % | SV40 large T antigen | Myeloid diff MLP | Myeloid diff MLP GFP+ MAC1+ % | RSV CPE inhibition | Rac1 GTP hydrolysis | K1F lysis inhibition | NTR1 agonist | NTR1 agonist cell count 20 µM | TNAP activators | PhoP inhibition
CCCc1nnc2n1N=C(c1ccc(OC)c(OC)c1)CS2 | i | 5 | 11% | i | 2.3 | -0.9% | 7% | 7.7% | -1.2 | 39 | 1.2 | -12%
CCOc1ccccc1N(CC(=O)NCCc1ccccc1)C(=O)CCC(=O)Nc1ccccn1 | i | 41 | 3% | i | 4.0 | 7.6% | 5% | 0.5% | -1.1 | 39 | x | 5%
CCN(CC)C(=S)NC(=O)Cc1ccccc1 | i | 55 | 1% | i | 0.2 | 0.4% | 2% | -0.1% | -0.5 | 56 | 1.1 | -3%
Cc1cc(OCC(=O)Nc2ccc(S(=O)(=O)N3CCN(C)CC3)cc2)ccc1Br | i | 67 | 1% | i | 1.0 | 2.2% | 9% | 0.0% | 2.4 | 54 | x | 14%
Cc1ccc(S(=O)(=O)n2nc(-c3ccco3)nc2N)cc1 | i | 35 | -1% | i | 0.3 | -0.8% | 5% | 0.4% | 0.2 | 53 | 1 | 2%
O=C(CSc1nnc(-c2ccccn2)n1Cc1ccco1)c1ccccc1 | i | 11 | -2% | i | 1.9 | 2.9% | 6% | 0.3% | 0.2 | 93 | 1 | -7%
CC(=O)N1SC(N)=NC1c1ccccc1 (stereo not given) | i | 19 | -1% | i | 0.7 | 1.0% | 7% | 1.2% | -0.2 | 102 | 1 | 13%
COc1ccc([N+](=O)[O-])cc1NC(=O)Nc1ccc(OC)c(OC)c1 | i | 6 | 1% | i | 0.3 | 17% | 2% | -0.4% | 0.8 | 29 | 1 | 4%
Cc1nc2ccccn2c1-c1ccnn1S(=O)(=O)c1ccc(F)cc1 | i | 31 | 9% | i | 0.9 | x | 7% | -0.3% | 1.4 | 39 | x | -3%
COc1ccc(C(=O)OCCOc2ccccc2C(C)=O)c(O)c1 | i | 35 | 3% | i | 0.5 | 7.8% | 5% | -4.2% | 2.2 | 47 | 1.2 | 21%
CCOC(=O)c1sc2nc(C)nc(SC(C)C(=O)NC3CC3)c2c1C (stereo not given) | i | 41 | x | i | 0.8 | x | 4% | 0.5%[50 µM] | -0.6 | 57 | x | x
CCN(CC(=O)N1CCOCC1)S(=O)(=O)c1ccc(Cl)cc1 | i | 13 | 12% | i | 2.9 | 0.8% | 9% | 0.1%[50 µM] | -1.0 | 49 | x | 3%
CC(=O)c1ccc(NC(=O)C2CC(=O)N(C(C)C)C2)cc1 (stereo not given) | i | 25 | 13% | u | x | 2.6% | -1% | -0.1% | -1.0 | 53 | 1.1 | -6%
CCOC(=O)C1(CCCc2ccccc2)CCN(C(=O)C(C)n2cncn2)CC1 (stereo not given) | i | 42 | 5% | i | 0.2 | 0.2% | 3% | -0.1% | -0.5 | 82 | 1.1 | -2%
CC(C)OP(=O)(OC(C)C)C(Nc1ccccn1)c1ccc(F)cc1 (stereo not given) | i | 41 | 11% | i | 0.5 | 0.6% | 3% | 3.7% | -2.3 | 54 | 1.1 | -6%
O=C(CCCc1nc(-c2ccccc2)no1)NCc1cccnc1 | i | 41 | -1% | i | 1.2 | 4.8% | -2% | -0.2% | 1.0 | 81 | 1.1 | -10%
Cc1ccc(NC(=O)c2cc(-c3ccc(C)o3)nc3ccccc23)nc1 | i | 28 | 22% | i | 2.5 | 1.8% | 5% | 7.4% | 0.0 | 41 | 1.1 | 16%
Cc1cc(C)n(CC(O)CN2C(=O)NC(C)(C)C2=O)n1 (stereo not given) | i | 15 | 2% | i | 1.2 | 0.6% | 7% | 0.3% | -1.1 | 91 | 1 | -7%
Cc1cc(C)c2[nH]c(C(=O)Nc3ccc(F)cc3Br)cc2c1 | i | 35 | 8% | i | 0.4 | 1.9% | 6% | 0.3% | 1.0 | 75 | x | 5%
O=C(O)CCC(=O)N1CCOc2ccc(Cl)cc21 | i | 54 | 18% | i | 0.8 | 2.3% | 9% | 0.0% | -2.1 | 33 | 1.1 | -21%
CCOC(=O)c1nnn(-c2nonc2-n2cccc2)c1CN1CCCCC1 | i | 53 | 12% | i | 1.0 | 0.8% | 0% | -0.1% | 10 | 90 | 1.1 | 4%
Cc1[nH]c2ccccc2c1C(=O)CSc1cccc[n+]1[O-] | i | 58 | 7% | i | 0.1 | 1.0% | 16% | 0.2% | 0.8 | 49 | x | -5%
Cc1ccc(C(C)C)c(OCC(=O)NS(=O)(=O)c2ccc(Cl)cc2)c1 | i | 27 | 9% | i | 0.6 | 0.6% | 4% | -1.5%[50 µM] | 2.4 | 57 | x | -3%
O=C(c1cccs1)N1CCC(c2nc3ccccc3s2)CC1 | i | 30 | 4% | i | 7.9 | 2.0% | 15% | 1.1% | -0.8 | 62 | 1.1 | -2%
CCCCCn1c(N2CCN(Cc3ccccc3)CC2)nc2c1c(=O)[nH]c(=O)n2C | i | 13 | 0% | i | 2.0 | 6.2% | 3% | -0.6% | 7.3 | 54 | 1.1 | 1%
O=C1CCc2cc(S(=O)(=O)NCCC(=O)NC3CCN(Cc4ccccc4)CC3)ccc2N1 | i | 25 | 10% | i | 0.7 | 0.5% | 6% | 0.8% | 4.2 | 80 | 1.1 | -2%
CCN(CC)Cc1oc(CO)cc(=O)c1O | i | 40 | -2% | i | 0.6 | -0.2% | -2% | -0.8% | 2.3 | 65 | 1.1 | 5%
O=C(Nn1c(-c2ccc(Br)cc2)nc2ccccc2c1=O)c1cccnc1 | i | 48 | -1% | i | 0.5 | -1.0% | 2% | 0.3% | 0.9 | 60 | 1.1 | 8%
Cc1ccc(S(=O)(=O)NC(C(=O)N2CCOCCOCCOCCOCC2)c2ccccc2)cc1 (stereo not given) | i | 39 | x | i | 0.3 | 0.2% | 1% | 0.8% | -1.5 | 91 | 1.1 | x
CC(Sc1nnc(-c2cccnc2)o1)C(=O)NC1CCCC1 (stereo not given) | i | 43 | x | i | 0.6 | 1.5% | -1% | 0.5%[50 µM] | 2.8 | 61 | x | x
CCC(C(=O)NCc1ccccn1)n1c2ccccc2c2nc(=O)cc(C)n21 (stereo not given) | i | 25 | 22% | i | 3.3 | 0.3% | 10% | 0.2% | 0.8 | 52 | x | -8%
CCOC(=O)C(Oc1ccc2c(-c3ccccc3)cc(=O)oc2c1)c1ccccc1 (stereo not given) | i | 43 | 9% | u | x | 9.5% | 8% | 0.2% | 3.1 | 51 | 1.2 | -9%
COc1cc(OC)c(C(=O)Oc2ccc3c(c2)OCO3)cc1OC | i | 10 | -3% | i | 1.1 | -1.1% | 2% | 4.9% | 2.9 | 63 | 0.9 | 3%
Cc1ccc(S(=O)(=O)Nc2ccccc2N2CCCCC2)cc1 | i | 54 | x | i | 1.3 | x | 5% | -0.3%[50 µM] | 4.5 | 66 | x | x
COc1cccc(OC)c1C(=O)Nc1ccc2c(c1)N(S(=O)(=O)c1cccs1)CCC2 | i | 22 | 13% | i | 2.8 | 8.4% | 2% | 0.3% | 2.8 | 54 | x | -9%
CC(C)=CC(O)C/C(C)=C/COc1ccc2ccc(=O)oc2c1 (stereo not given) | i | 52 | 12% | i | 2.5 | 0.5% | 7% | 5.7% | -0.8 | 92 | x | 2%
COc1ccc2nc(SCC(=O)Nc3cc(OC)c(OC)cc3C(=O)O)c(C)cc2c1 | i | 41 | 16% | i | 0.3 | 0.3% | 13% | 0.3% | 1.2 | 65 | 1.1 | -6%
Cc1ccc(C(=O)NCCCNC(=O)COc2ccc(Cl)cc2)cn1 | i | 53 | 0% | i | 1.3 | 0.6% | 6% | 0.4% | 1.2 | 42 | x | 9%
CC1CCCCC1NC(=O)c1c(O)nc2ccccn2c1=O (stereo not given) | i | 45 | 10% | i | 0.9 | 1.1% | 7% | -1.2%[50 µM] | 0.0 | 49 | x | 6%
CCc1nnc(NC(=O)CSc2ncc(-c3ccccc3)[nH]2)s1 | i | 14 | 2% | i | 2.8 | -1.0% | 8% | 3.0% | -1.2 | 54 | 1.2 | 1%
COc1ccc(C)cc1N(CC(=O)Nc1ccc(S(=O)(=O)N2CCCC2)cc1)S(C)(=O)=O | i | 3 | 12% | i | 0.5 | 1.0% | 7% | -0.1% | 1.0 | 64 | x | -2%
COc1ccc(C2=Nn3c(nnc3-c3ccccc3OC)SC2)cc1OC1CCOC1 (stereo not given) | i | 20 | x | u | x | x | 5% | -0.3% | -1.3 | 66 | x | x
CCN(CC)S(=O)(=O)c1ccc(OC)c(NC(=O)c2cccc(C)c2[N+](=O)[O-])c1 | i | 51 | 10% | i | 0.6 | 8.5% | 2% | 0.4% | 2.0 | 39 | 1.2 | -4%
CCC1(C)OC(=O)N(CCCn2ccnc2C)C1(C)O (stereo not given) | i | 16 | -5% | i | 0.6 | 3.6% | 3% | 1.0% | -1.9 | 97 | 1.2 | -2%
CCNC(=O)C(Cc1ccccc1)NC(=O)OCc1ccccc1 (stereo not given) | i | 33 | 18% | i | 0.2 | 1.4% | x | x | -0.5 | 42 | 1.1 | 5%
CCN(C(=O)C(C)OC(=O)C1C(C(=O)OC)=C(C)NC(C)=C1C(=O)OC)c1ccccc1 (stereo not given) | i | 46 | 6% | i | 0.5 | 0.5% | -2% | 0.4% | -1.0 | 50 | 1.1 | -9%
Cn1cc(C(N)=O)c2ccccc21 | i | 30 | -2% | i | 2.0 | 66% | 3% | 2.0% | 0.5 | 79 | 1.1 | -1%
